Screening data: PubChem BioAssay, Sanford-Burnham Center for Chemical Genomics
CCR6 antag = CCR6 receptor antagonists, primary screen, cell-based, CHO-K1, luminescence, beta-arrestin, uHTS; C-C chemokine receptor type 6 (Homo sapiens), P51684; CHO-K1 CCR6 PathHunter beta-arrestin, CCL20-stimulated; inhibition, % at 20 µM; 0.49% of 340,000 active; AID 493098, 2011;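 active means compounds whose inhibition of the agonist-driven luminescence signal at 20 µM reaches about 50%, limit read from the data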;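 further: cells stimulated with CCL20 at 14 nM final; plate controls were DMSO with CCL20 for no effect and DMSO without agonist for full effect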
Target sequence (P51684 whole entry, looked up): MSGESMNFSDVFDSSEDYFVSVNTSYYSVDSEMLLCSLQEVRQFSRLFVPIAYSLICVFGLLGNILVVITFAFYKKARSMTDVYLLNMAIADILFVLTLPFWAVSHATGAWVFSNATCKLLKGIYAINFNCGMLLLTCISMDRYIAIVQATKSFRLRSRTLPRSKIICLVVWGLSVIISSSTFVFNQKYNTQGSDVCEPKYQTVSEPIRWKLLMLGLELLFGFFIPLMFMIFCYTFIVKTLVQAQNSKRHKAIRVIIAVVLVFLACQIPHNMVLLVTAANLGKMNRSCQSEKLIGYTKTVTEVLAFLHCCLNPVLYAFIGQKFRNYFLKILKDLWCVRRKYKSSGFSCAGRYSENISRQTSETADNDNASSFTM
SENP8 inh = SENP8 protease inhibitors, primary screen, biochemical, luminescence; purified SENP8, Z-RLRGG-aminoluciferin cleavage; inhibition, % at 10 µM; 1.2% of 330,000 active; AID 2540, 2010
Target sequence (Q96LD8 whole entry, looked up): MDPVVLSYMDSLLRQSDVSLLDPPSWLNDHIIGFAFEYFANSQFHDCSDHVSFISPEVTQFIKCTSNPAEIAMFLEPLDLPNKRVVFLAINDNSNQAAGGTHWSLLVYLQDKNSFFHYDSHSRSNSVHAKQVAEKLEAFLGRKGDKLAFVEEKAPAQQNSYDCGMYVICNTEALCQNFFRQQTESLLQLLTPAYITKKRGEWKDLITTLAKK
Gli-Sufu block = Gli-Sufu pathway antagonists, primary screen, luciferase luminescence, Sufu-KO-LIGHT cells, uHTS; Sufu-KO-LIGHT fibroblasts, Gli luciferase reporter luminescence; inhibition, % at 5 µM; 0.74% of 340,000 active;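 active means inhibition above about 55%, limit read from the data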;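 further: 0% = DMSO-treated cells and 100% = wells with medium but no cells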
697 NFkB inh = inhibitors of PMA/ionomycin-induced NF-kB reporter, 697 cells, primary screen, B-cell NF-kB inhibitor project, cell-based, luminescence, uHTS; 697 B-cell NF-kB luciferase reporter, 16 h; inhibition, % at 4 µM; 0.33% of 330,000 active; in the data active means inhibition above about 35%
UBC13 inh = UBC13 polyubiquitin chain formation inhibitors, primary screen, biochemical, TR-FRET, uHTS; inhibition, % at 20 µM; 0.47% of 330,000 active; in the data active means inhibition above about 45%, passing the limit was not always enough
EBI2 block = EBI2 receptor antagonists, beta-arrestin recruitment, primary screen, cell-based, luminescence, 7a,25-OHC stimulation, uHTS. 7a,25-OHC stimulated. inhibition, % at 5 µM. 0.81% of 360,000 active. AID 651636, 2012; in the data active means inhibition above about 38%;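 further: enzyme fragment complementation signal reports receptor beta-arrestin coupling in cells; 0% = agonist plus DMSO wells and 100% = wells without agonist; some results beyond the cut were filed as inactive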
Target sequence (P32249 whole entry, looked up, the tested form may be a part): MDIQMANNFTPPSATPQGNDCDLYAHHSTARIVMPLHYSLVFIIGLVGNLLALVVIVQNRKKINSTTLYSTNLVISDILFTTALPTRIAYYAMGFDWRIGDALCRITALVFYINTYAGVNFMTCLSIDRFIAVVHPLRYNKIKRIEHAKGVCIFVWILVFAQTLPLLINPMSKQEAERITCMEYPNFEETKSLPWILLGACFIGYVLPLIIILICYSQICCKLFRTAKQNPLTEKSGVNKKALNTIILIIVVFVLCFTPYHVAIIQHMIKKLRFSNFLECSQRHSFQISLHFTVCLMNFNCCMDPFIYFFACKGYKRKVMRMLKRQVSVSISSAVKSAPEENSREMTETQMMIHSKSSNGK
Apaf-1 inh = inhibitors of human Apaf-1 apoptosome, primary screen, biochemical, DEVD-Rh110 fluorescence, uHTS | reconstituted apoptosome caspase-3 activity | inhibition, % at 20 µM | 0.71% of 330,000 active | AID 489030, 2010; active means inhibition of at least 40% at 20 µM;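 further: plate controls were DMSO wells for no effect and DEVD-CHO caspase inhibitor wells for full effect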
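System – cell-free apoptosome with Apaf-1, procaspase-3 and caspase-9 · Buffer or medium – pH 7.5 Hepes buffer with CHAPS, BSA, DTT · Also added – cytochrome c with DEVD-Rh110 · Times – 30 min compound preincubation, 50 min activation, room temperature · Technique – Rh110 fluorescence intensity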
Jurkat NFkB inh = inhibitors of induced NF-kB luciferase reporter, primary screen, TCR NF-kB activation inhibitor project, cell-based, luminescence, uHTS; Jurkat, PMA/ionomycin-induced NF-kB luciferase reporter; inhibition, % at 4 µM; 0.53% of 330,000 active; AID 435003, 2010
The depositor's hits bear a star; . = not tested or not shown. Unless noted, no stated cut-off is given here; in the data, active means inhibition above about 50%; inactive means the rest. A portion of the library; count on the stated rates, not on these rows.

| Compound | CCR6 antag | SENP8 inh | Gli-Sufu block | 697 NFkB inh | UBC13 inh | EBI2 block | Apaf-1 inh | Jurkat NFkB inh |
| --- | --- | --- | --- | --- | --- | --- | --- | --- |
| CN(C(=O)COC(=O)/C=C/c1ccc(F)cc1)c1c(N)n(Cc2ccccc2)c(=O)[nH]c1=O | 6 | -1 | -8 | 1 | -2 | -12 | 6 | 23 |
| Cc1cccc(C(=O)NC2CC3CCCC(C2)N3C(=O)Nc2ccccc2)c1 (stereo not given) | 14 | -7 | 16 | 4 | 3 | 11 | 12 | -7 |
| Cc1cccn2c(=O)c(/C=C(\C#N)S(=O)(=O)c3ccccc3)c(N3CCN(C)CC3)nc12 | -1 | -8 | 9 | 8 | -1 | -3 | 18 | -5 |
| O=C(N/N=C/c1ccc(Cl)cc1)c1cc2c(s1)-c1ccccc1CC2 | 21 | -5 | -7 | -11 | 11 | -13 | 6 | 41 |
| CCCCCc1ccc(-c2ccc(OCC)cc2)nc1 | -2 | -6 | -14 | -24 | 2 | 12 | -1 | -35 |
| COC(=O)CCCCC1SCC2NC(=O)NC21O (stereo not given) | 7 | -3 | -17 | 3 | -2 | -4 | -9 | 9 |
| COc1ccc(/C=N/Nc2cc(C)nc3c(C)cccc23)cc1 | -14 | -2 | 33 | -31 | 21 | -19 | 35 | -46 |
| CC(C)(C)c1ccc(CN2C(=O)CSC2=O)cc1 | 1 | 2 | -13 | -8 | 5 | -8 | 5 | 3 |

Entries of single compounds, quoted from the list. Values in the order: CCR6 antag, SENP8 inh, Gli-Sufu block, 697 NFkB inh, UBC13 inh, EBI2 block, Apaf-1 inh, Jurkat NFkB inh
Cc1cccc(C(=O)NC2CC3CCCC(C2)N3C(=O)Nc2ccccc2)c1 (stereo not given) across the screens: 14, -7, 16, 4, 3, 11, 12, -7
CCCCCc1ccc(-c2ccc(OCC)cc2)nc1 across the screens: -2, -6, -14, -24, 2, 12, -1, -35

Continuation.
| Compound | CCR6 antag | SENP8 inh | Gli-Sufu block | 697 NFkB inh | UBC13 inh | EBI2 block | Apaf-1 inh | Jurkat NFkB inh |
| --- | --- | --- | --- | --- | --- | --- | --- | --- |
| CC1(c2ccccc2)CC(C)(C)N2C(=O)Cc3cccc1c32 (stereo not given) | 7 | 12 | 0 | -2 | 6 | 16 | 25 | 6 |
| Cc1nnc(NC(=O)c2ccc(Br)cc2)s1 | -13 | -19 | -39 | -34 | -12 | -10 | 6 | -30 |
| O=C(CCc1ccccc1)NN1C(=O)C2C3C=CC(O3)C2C1=O (stereo not given) | -1 | -3 | 5 | 18 | 7 | -11 | -8 | 1 |
| O=C1NC2=C(C(=O)CCC2)C(c2ccccc2)N1 (stereo not given) | 11 | -6 | -6 | -3 | -7 | 1 | -2 | 1 |
| COc1ccc(Nc2nc(N)nc(CSC(=S)N3CCCCC3)n2)cc1 | 6 | -5 | -10 | -34 | 2 | 13 | 1 | -30 |
| CC(=O)N1CCC(C(=O)N2CCN(S(=O)(=O)c3ccc(Cl)s3)CC2)CC1 | -4 | -6 | 97* | -4 | -8 | -4 | 16 | -9 |
| NC(=O)c1c(NC(=O)c2cccc(N3C(=O)CCC3=O)c2)sc2c1CCCCC2 | 14 | -7 | -16 | -11 | 12 | -8 | -3 | 25 |
| CCc1nnc(NC(=O)c2cc(S(=O)(=O)N3CCN(c4ccccc4)CC3)ccc2Cl)s1 | -20 | 10 | -2 | 19 | 6 | 4 | 7 | 17 |
| O=C(CCC1CCCN(C(=O)c2ccc3[nH]ccc3c2)C1)N1CCN(c2ccccn2)CC1 (stereo not given) | 6 | 5 | 9 | -26 | -3 | 0 | 9 | -3 |
| CCC(C)(C)n1nnnc1CN1CCC(c2nc3ccc(C)cc3[nH]2)CC1 | 19 | -13 | 5 | 20 | -1 | 4 | 0 | 4 |
| CCNC(=S)SCCOc1ccc(C)cc1 | 2 | -6 | -4 | 23 | 4 | -1 | -127 | 13 |
| CCOc1cc(/C=N/NC(=O)c2nn(C)cc2Br)ccc1OCc1ccccc1 | 1 | -7 | -2 | -9 | 6 | 16 | 4 | 3 |
| CCOC(=O)C1CCN(C(=O)c2n[nH]c(=O)c3ccccc23)CC1 | 3 | -8 | -6 | 13 | 1 | -3 | 9 | 4 |
| Cc1cccc(NC(=O)COC(=O)c2ccc3c(c2)OCO3)c1C | 3 | -10 | 2 | -4 | -13 | -3 | 7 | -6 |
| Cc1nnsc1SC(C)C(=O)O (stereo not given) | -5 | 1 | 1 | 16 | 4 | 4 | 2 | -5 |
| Cc1cc(C)cc(N(CCC#N)C(=O)COC(=O)c2ccc(OCc3c(C)noc3C)cc2)c1 | 16 | 4 | -4 | 18 | 0 | 14 | 24 | 10 |
| O=C(O)C1C2C=CC(O2)C1C(=O)NCCCn1ccnc1 (stereo not given) | . | -1 | . | 29 | 14 | . | 2 | 5 |
| COC(=O)c1ccc(C2c3c(n[nH]c3C)C(=O)N2c2ccc(C)cc2)cc1 (stereo not given) | 9 | -2 | 6 | 12 | 2 | -2 | 15 | 3 |
| Cc1cc(NC(=O)C2CCN(S(=O)(=O)c3cnc[nH]3)CC2)ccc1Br | 1 | -3 | -3 | 2 | 11 | 3 | 11 | -3 |
| C/C(=N\Nc1ccc([N+](=O)[O-])cc1[N+](=O)[O-])c1cccnc1 | -1 | -2 | 13 | -3 | -39 | 2 | 3 | -6 |
| CCOC(=O)CSc1n[nH]c(-c2ccco2)n1 | -1 | 8 | -1 | 10 | -1 | -4 | -9 | 2 |
| CC1(C)CC(NS(=O)(=O)c2ccc(S(=O)(=O)N3CCOCC3)cc2)CCO1 (stereo not given) | -8 | 4 | 3 | 13 | 5 | 0 | -17 | -2 |
| Cc1ccc(NC(=O)CCNS(=O)(=O)c2cc(Br)cnc2N)cc1Cl | 40 | 1 | 5 | -6 | 0 | 3 | 7 | -2 |
| CC1CCN(C(=O)c2ccccc2NC(=O)Nc2ccccc2)CC1 | 11 | 9 | -2 | 7 | -4 | 3 | 5 | -2 |
| CCCCC[C@@H]1C=C(C(=O)O)[C@H](c2ccc(C#N)cc2)N1S(=O)(=O)c1ccc(C)cc1 | 3 | 5 | 8 | 15 | -17 | -4 | 11 | -7 |
| Cc1cc2[nH]c(=O)c(=O)[nH]c2cc1S(=O)(=O)N(C)C1CCCCC1 | -1 | 6 | -9 | 4 | -7 | -10 | 1 | 16 |
| O=C1CC2(CCOCC2)Oc2ccc3ccccc3c21 | -6 | -1 | -8 | 6 | 11 | -3 | -10 | -2 |
| O=C1CCCN1CCCNS(=O)(=O)c1ccc(F)cc1F | 1 | 1 | 9 | -6 | -5 | -9 | -4 | -6 |
| CC(C)[C@H](NC(=O)c1ccccc1F)C(=O)OCCN1C(=O)c2ccccc2C1=O | 11 | 4 | 4 | -9 | 1 | -1 | 9 | 3 |
| COc1cc(CC(=O)OCC(=O)NC2CCCC2)cc(OC)c1OC | -12 | -12 | 2 | -1 | 2 | -13 | 13 | -5 |
| CCOC(=O)c1c(C)nc(-c2ccccc2)nc1NC(=O)C(C)C | -4 | -9 | 1 | -54 | -3 | 2 | -2 | -23 |
| CC(OC(=O)c1ccc(Cl)c(S(N)(=O)=O)c1)C(=O)NCc1ccc2c(c1)OCO2 (stereo not given) | 13 | 5 | -4 | 10 | 4 | -3 | -3 | 5 |
| Cc1cc(C)cc(OCC(=O)N(Cc2ccccc2)C2CCS(=O)(=O)C2)c1 (stereo not given) | 16 | 2 | 15 | -4 | 2 | 11 | 9 | 9 |
| C[n+]1cc[nH]c1SCC(=O)c1ccc(Cl)cc1 | 9 | 17 | -29 | -11 | 4 | -4 | -7 | -19 |
| C=C1Cn2c(nnc2-c2ccc(Cl)cc2)S1 | 7 | 10 | 0 | 9 | 3 | -7 | -5 | -3 |
| Cc1cc(Cl)c(S(=O)(=O)N2CCN(c3ccccc3)CC2)cc1OCC(N)=O | 3 | 6 | -6 | -53 | -3 | 0 | 8 | 1 |
| COC(=O)[C@@H](NC(=O)c1cc(COc2cncc(Cl)c2)on1)c1ccccc1 | 15 | -1 | -28 | -12 | 0 | -12 | 13 | -14 |
| CN(c1ccc(C(=O)NCc2ccco2)cc1)S(C)(=O)=O | -6 | 1 | -9 | -24 | -6 | 0 | 7 | -7 |
| COc1ccc(NC(=O)CC(C(=O)O)N2CCCCC2)cc1 (stereo not given) | -7 | 3 | -2 | 12 | 8 | 1 | -14 | 6 |
| CCc1nnc(NS(=O)(=O)c2ccc(NC(=O)/C=C/C(=O)O)cc2)s1 | 6 | -11 | 7 | 0 | -6 | -2 | 10 | 6 |
| C=CCn1cc(F)c(=O)n(CC=C)c1=O | 3 | 0 | -12 | 6 | 4 | -1 | -5 | 11 |
| CCCCN(CCCC)/C(N)=N/c1nc(C)cc(C)n1 | 7 | 9 | 18 | -26 | 5 | 9 | -8 | -1 |
| CCOC(=O)/C=C/C(=O)Nc1nccs1 | -1 | 0 | 12 | -6 | -2 | -3 | -5 | 7 |
| O=C(O)c1cccc(NS(=O)(=O)c2ccc(C3CCCCC3)cc2)c1 | 0 | 1 | 1 | 0 | -6 | -14 | -1 | 25 |
| N#CCSc1nnc2sc3ccccc3n12 | -4 | -2 | -1 | 4 | 0 | -1 | -1 | 8 |
| COc1ccc(S(=O)(=O)Nc2c(C(=O)O)[nH]c3ccccc23)cc1OC | 12 | -10 | 3 | 3 | -14 | -15 | 8 | 1 |
| CCOc1ccc(NC(=O)Cn2nnc(-c3ccccc3NC(=O)c3cccs3)n2)cc1 | 11 | 0 | -1 | -26 | -1 | -3 | -4 | -14 |
| C/C(CC(=O)NC(C)C)=N\NC(=O)COc1cc(C)c(Br)cc1Br | -7 | -14 | -8 | -27 | -15 | -5 | 0 | 3 |
| CC1CCCCC1NC(=O)C1CCN(S(=O)(=O)N2CCC3(CC2)OCCO3)CC1 (stereo not given) | 0 | 8 | 2 | 19 | -6 | -12 | -14 | 19 |
| O=C(Cc1ccc([N+](=O)[O-])cc1)NC1CCCCCC1 | 3 | -8 | 41 | -3 | 2 | 2 | 1 | -5 |
| O=C(Nc1ccc(N2CCN(C(=O)c3ccco3)CC2)cc1)c1cccnc1Cl | 17 | 3 | 0 | 8 | 4 | -9 | -16 | 11 |
| CC(CC(=O)Nc1ccc(Br)cc1F)S(=O)(=O)c1ccc2c(c1)NC(=O)CO2 (stereo not given) | 11 | 2 | -4 | 20 | -1 | -4 | -3 | -4 |
| CC(C)C(=O)Nc1c2c(nc3ccccc13)N(C)CC2 | -7 | -10 | 10 | 21 | 16 | -8 | -3 | 1 |
| C=C(C)CSc1nnc(-c2ccc(C)cc2)n1N | -3 | -1 | -32 | -29 | 0 | -11 | -6 | -31 |
| COc1cc(/C=N\NC(=O)c2ccc(C)nc2)ccc1OC(=O)c1cccc(F)c1 | 3 | 4 | -14 | 22 | 2 | -6 | 3 | 7 |
| Cc1ccc(C)c(-c2nc3ccc(N)cc3[nH]2)c1 | -8 | -6 | 42 | -14 | 11 | 11 | 11 | 42 |
| C[C@H]1C=C(C(=O)NCc2nc3ccccc3[nH]2)O[C@@H](OCCCCO)C1 | 5 | -13 | -7 | 1 | -9 | -4 | 0 | -2 |
| CCOC(=O)Cc1csc(NS(=O)(=O)c2ccc(OC)cc2)n1 | -2 | -2 | -4 | 14 | -9 | 20 | 7 | -9 |
| CCOc1cc(C(=O)CSc2nnc(CNc3ccc(Cl)cc3)o2)ccc1NC(=O)CC | 5 | -3 | -9 | -24 | -8 | 56* | -14 | 24 |
